# Screening data (PubChem BioAssay)
# NALP3 yeast inh – NALP3 inflammasome inhibitors in reconstituted yeast, primary screen, luminescence, uHTS | Yeast reconstituted NLRP3/ASC/caspase-1, beta-gal luminescence, 24 h | inhibition, % at 10 µM | 330,000 compounds, 0.39% hits | AID 2825, 2010;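 active = inhibition of 50% or more; inactive = inhibition below 50%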;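 note: plate controls were induced DMSO wells for no effect and uninduced yeast grown without galactose for full effect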
# mIAP inh – inhibitors of mouse IAP, primary screen, biochemical, luminescence, uHTS. intestinal alkaline phosphatase [Mus musculus]. purified mouse IAP, CDP-Star luminescence, 30 min. inhibition, % at 10 µM. 330,000 compounds, 0.2% hits;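 active = inhibition of at least 40% at 10 µM in the primary screen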;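 note: plate controls were DMSO with enzyme for no effect and no enzyme wells for full effect; values of inactives mirror those of a sister screen read the other way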
# TIM10 inh – growth inhibitors of isogenic TIM10 control yeast, primary screen, counter-screen for tim10-1 yeast inhibitor project, luminescence, uHTS; S. cerevisiae TIM10 strain growth, BacTiter-Glo luminescence, 24 h; inhibition, % at 10 µM; 330,000 compounds, 1.4% hits;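 active = inhibition of 40% or more at the single tested concentration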;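 note: wild-type TIM10 isogenic control strain grown at permissive 25 °C; 0% = DMSO yeast wells and 100% = minimal medium wells without yeast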
# APOBEC3G inh – APOBEC3G DNA deaminase inhibitors, primary screen, biochemical, fluorescence, single-stranded DNA substrate, uHTS; DNA dC->dU-editing enzyme APOBEC-3G (Homo sapiens), Q9HC16; recombinant A3G, ssDNA deamination FAM/TAMRA fluorescence; inhibition, % at 20 µM; 330,000 compounds, 0.28% hits;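 active = inhibition of at least 40% at 20 µM, with no more than 30% in the related APOBEC3A deaminase screen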;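 note: plate controls were DMSO wells with A3G for no effect and wells lacking A3G enzyme for full effect; some compounds called inactive have numbers as strong as hits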
# Target sequence (Q9HC16 whole entry, looked up): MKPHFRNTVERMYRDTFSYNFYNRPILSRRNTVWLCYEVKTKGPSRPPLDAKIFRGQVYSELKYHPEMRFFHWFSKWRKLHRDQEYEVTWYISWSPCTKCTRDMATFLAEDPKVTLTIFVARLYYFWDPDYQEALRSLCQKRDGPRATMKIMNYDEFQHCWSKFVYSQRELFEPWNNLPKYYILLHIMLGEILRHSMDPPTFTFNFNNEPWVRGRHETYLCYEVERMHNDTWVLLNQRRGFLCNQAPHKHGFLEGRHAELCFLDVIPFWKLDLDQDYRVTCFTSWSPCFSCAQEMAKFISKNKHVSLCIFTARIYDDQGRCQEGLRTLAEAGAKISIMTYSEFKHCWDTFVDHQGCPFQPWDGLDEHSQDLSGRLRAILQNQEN
# hIAP inh – human IAP inhibitors, primary screen, biochemical, luminescence, uHTS. Intestinal-type alkaline phosphatase (Homo sapiens), P09923. purified IAP, CDP-Star luminescence, 30 min. inhibition, % at 10 µM. 330,000 compounds, 0.12% hits;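 active = inhibition reaching a set limit with compound at 10 µM in the primary screen, cut at about 35% in these data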;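 note: plate controls were DMSO wells with enzyme for no effect and no-enzyme buffer wells for full effect; values of inactives mirror those of a sister screen read the other way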
# MIN6 prolif – inducers of MIN6 beta-cell proliferation, primary screen, ATP luminescence, uHTS | 330,000 compounds, 0.29% hits | MIN6 cells proliferation, ATPlite luminescence, 48 h; cells starved in 0.2% serum; 100% = growth in 10% serum | proliferation, % at 10 µM;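 active = compounds whose signal lies at least 3.5 SD above the mean of all wells on their plate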;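 note: 0% = DMSO-treated cells in low-serum medium and 100% = 10% serum control; some compounds called inactive have numbers as strong as hits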
# tim10-1 inh – growth inhibitors of tim10-1 mutant yeast, primary screen, luminescence, uHTS; S. cerevisiae tim10-1 ts strain growth, BacTiter-Glo, 24 h; inhibition, % at 20 µM; 330,000 compounds, 2.2% hits;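 active = inhibition of at least 40%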;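 note: mutant grown at 25 °C; 0% = DMSO wells with yeast and 100% = wells holding no yeast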
# A3A deaminase – APOBEC3A ssDNA deaminase inhibitors, primary screen, selectivity assay for APOBEC3G inhibitor project, biochemical, FAM/TAMRA oligo cleavage fluorescence; DNA dC->dU-editing enzyme APOBEC-3A (Homo sapiens), P31941; recombinant A3A, FAM/TAMRA ssDNA deamination fluorescence; inhibition, % at 20 µM; 330,000 compounds, 0.41% hits; AID 493011, 2011;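 active = at least 40% inhibition at 20 µM here, with at most 30% in a related deaminase screen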;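 note: plate controls were A3A with DMSO for no effect and wells lacking A3A enzyme for full effect; some results filed as inactive read as strong as hits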
# Target sequence (P31941 whole entry, looked up): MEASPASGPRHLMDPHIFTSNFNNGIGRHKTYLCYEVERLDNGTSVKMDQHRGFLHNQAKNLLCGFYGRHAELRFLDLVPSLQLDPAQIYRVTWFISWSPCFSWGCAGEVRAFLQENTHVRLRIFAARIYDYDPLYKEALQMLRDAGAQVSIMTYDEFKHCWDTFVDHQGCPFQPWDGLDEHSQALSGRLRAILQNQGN
# mIAP act – activators of mouse IAP, primary screen, biochemical, luminescence, uHTS | intestinal alkaline phosphatase [Mus musculus] | muIAP, CDP-Star luminescence, 30 min; active compounds read high; 1 = vehicle-only enzyme signal, 0 = enzyme-free wells | activation factor at 10 µM | 330,000 compounds, 0.24% hits;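 active = activation factor of at least 2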; note: the source names both 10 and 20 µM as test concentration; values of inactives mirror those of a sister screen read the other way
#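 Assay system: mouse IAP enzyme / Compound: DMSO-dissolved test compounds / Timing: 30 min, room temperature / Measured by: luminescence from enzymatic CDP-Star hydrolysis / Control set: DMSO-only wells, enzyme-free buffer wells as negative control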
# * hit, by the source's call.
SMILES	NALP3 yeast inh	mIAP inh	TIM10 inh	APOBEC3G inh	hIAP inh	MIN6 prolif	tim10-1 inh	A3A deaminase	mIAP act
Cn1c(=NC(=O)COc2ccccc2)sc2cccc(F)c21	13	0	-28	-5	-11	-1	-20	-5	1
CCn1c2ccccc2c2nnc(SCC(=O)c3ccccc3)nc21	-23	6	30	-5	-8	-2	24	0	0.94
CCOc1ccc(C(c2c(NC(=O)c3ccccc3)sc(C)c2C)N2CCN(CCO)CC2)cc1 (stereo not drawn)	-2	16	25	0	11	-3	29	4	0.84
CC(Oc1ccccc1)C(=O)N(CCC1=CCCCC1)c1c(N)n(Cc2ccccc2)c(=O)[nH]c1=O (stereo not drawn)	6	-4	8	-3	-40	1	2	3	1
Cc1ccccc1-c1noc(-c2ccccc2C(=O)N2CCCC2)n1	16	12	0	-8	3	1	11	-6	0.88
Clc1ccc(-n2ncc3c(NCc4cccnc4)ncnc32)cc1Cl	9	-8	1	-5	-26	0	-3	-6	1.1
CCN(CC)C1=CC2=CC(=C(C#N)C#N)CCC2CC1 (stereo not drawn)	-16	10	-4	-265	-28	2	19	-146	0.9
C=CCC1(Cl)C(=O)C(Cl)=C(N2CCN(C)CC2)C1(OC)OC (stereo not drawn)	-5	-4	-22	5	9	-2	9	-2	1
O=c1sc(N2CCN(c3ccc(F)cc3)CC2)nc2ccsc12	-6	0	-11	1	0	5	1	0	1
COc1ccc(CCC(C)Nc2ccc(F)c(F)c2)cc1 (stereo not drawn)	8	2	14	-7	-3	-2	10	-4	0.98
Cc1ccc(C2C(C#N)=C(N)Oc3c2sc2ccccc32)o1 (stereo not drawn)	9	32	8	-2	-1	-3	0	-2	0.68
CCCN(CC(=O)Nc1ccccc1C)C(=O)c1ccc(NC2CC2)c([N+](=O)[O-])c1	7	11	7	-8	0	0	10	-5	0.89
COc1ccccc1N(C)S(=O)(=O)c1ccc(Cl)c(C(=O)NCCCN2CCOCC2)c1	1	0	-11	-4	-23	-3	-10	-1	1
O=C1/C(=C/C=C/c2ccco2)SC(=S)N1c1ccc(O)cc1	36	80*	-14	81	-6	-4	0	93	0.2
CC(C)(C)NC(=O)Cn1nnc(-c2ccc(S(C)(=O)=O)cc2)n1	9	-14	8	-5	-53	-2	1	0	1.1
CCOC(=O)C(NS(=O)(=O)c1ccccc1)(C(F)(F)F)P(=O)(OC(C)C)OC(C)C (stereo not drawn)	15	2	-2	-1	-15	-1	16	4	0.98
CCOC(=O)c1[nH]c(CO)c(C(=O)OCC)c1C	6	5	5	-8	4	-3	-13	-5	0.95
O=[N+]([O-])c1ccc(/C=C/c2ccc3cccc([N+](=O)[O-])c3n2)cc1	14	5	14	-10	-11	0	45*	-5	0.95
Cc1cccn2cc(COc3cccc([N+](=O)[O-])c3)nc12	29	0	12	-6	-6	-1	25	-2	0.99
O=C(NS(=O)(=O)NC1CCCCC1)C1=C(N2CCCC2)COC1=O	11	8	-2	-5	6	-1	7	-2	0.92
COc1cccc(N=Nc2ccc3ccccc3c2O)c1	1	20	13	10	6	-5	46*	-1	0.8
Cc1ccc(C)c(C2=NNC(=O)CC2)c1	6	2	7	-6	-7	0	2	-1	0.98
C/C(Cl)=C/Cn1c(N2CCCC2)nc2c1c(=O)n(C)c(=O)n2C	-1	9	8	-1	0	3	18	-1	0.91
Cc1ccc(CNC(=O)C2(c3cccs3)CCOCC2)cc1	7	-1	-3	-7	11	0	-6	0	1
Cc1ccc(C2(CCN)CCOC(C(C)C)C2)cc1 (stereo not drawn)	16	-2	17	-1	2	0	6	-2	1
Cc1cccc(OCC(=O)Nc2nc3ccc([N+](=O)[O-])cc3s2)c1	39	2	-7	-1	-26	-4	7	-3	0.98
Cc1ccc(NCC(=O)N/N=C\C(Br)=C\c2ccccc2)cc1	15	2	4	-8	22	-4	11	-9	0.98
N#CCSc1nc2ccccc2o1	5	-4	-10	-3	-8	1	-13	0	1
CCN(CC)c1ccc(O)c(C=Nc2ccc(C)c(C)c2)c1	21	3	6	1	-2	-1	25	-1	0.97
O=C(c1cc(-c2ccc(Cl)cc2)on1)N1CCc2ccccc2C1	2	-1	4	-10	12	-1	-8	2	1
N#CC1(NC(=O)COC(=O)CCN=C2NS(=O)(=O)c3ccccc32)CCCCC1	14	9	2	-5	9	5	-9	-4	0.91
CC(C)(O)C#Cc1ccc(CN2CCN(Cc3ccsc3)C(CCO)C2)s1 (stereo not drawn)	0	8	6	-9	4	0	5	-3	0.92
O=C(CN(Cc1ccco1)C(=O)CNS(=O)(=O)c1ccc(Cl)cc1)NCc1ccc(F)cc1	13	2	-2	0	-3	-2	-7	1	0.98
O=C(O)CCCC(=O)Nc1cccc2cccnc12	3	2	2	-4	7	1	1	1	0.98
CCc1ccc(C(=O)NNc2ccc(S(N)(=O)=O)cc2)cc1	12	-6	12	-4	-18	-3	-3	-3	1.1
CCOC(=O)N1CCN(S(=O)(=O)c2cc([N+](=O)[O-])c(C)cc2C)CC1	9	5	12	-6	6	0	10	-4	0.95
CCOC(=O)COc1ccccc1C(=O)c1cnn(-c2ccccc2)c1	12	-5	1	6	2	1	31	3	1.1
COc1ccc(-n2ncc3c2CC(C)(C)CC3NC(=O)c2c(C)cc(=O)oc2C)cc1 (stereo not drawn)	19	-7	5	-6	-22	-3	8	-4	1.1
CC1(C)C2CCC(C2)C1(C)N=C1OC(CCl)CS1 (stereo not drawn)	20	-7	40	0	-10	1	18	6	1.1
C=CCNC(=S)NN=C1CCC(c2ccccc2)CC1 (stereo not drawn)	20	9	21	-2	-4	-1	23	-1	0.91
CCc1ccccc1N1CC(C(=O)Nc2cc(S(=O)(=O)N3CCCC3)ccc2Cl)CC1=O (stereo not drawn)	17	0	-3	2	1	-6	9	18	1
NC(=O)C1CCCN(C(=O)c2cccc(S(=O)(=O)N3CCCCCC3)c2)C1 (stereo not drawn)	12	-6	-5	-8	-9	2	-4	-3	1.1
Cc1ccsc1C(=O)NC(C)c1ccc2c(c1)OCO2 (stereo not drawn)	0	6	17	-6	1	-2	11	-3	0.94
O=C(COC(=O)c1n[nH]c(=O)c2ccccc12)NCc1ccccc1	9	11	-3	-6	-3	-1	-6	-2	0.89
CN1CCN(C(=O)c2ccc(Cn3cc(Cl)cn3)o2)CC1	3	5	4	-5	12	1	-12	1	0.95
CC(=O)c1ccc(N2CCc3ccccc3C2)c([N+](=O)[O-])c1	23	10	21	0	-18	2	33	-1	0.9
COC(=O)c1ccccc1NC(=S)NC(=O)CC(C)C	7	-9	8	-1	-9	-2	39	2	1.1
CCOc1ccc(NC(=O)c2c[nH]n3c(=O)cc(C4CCN(C(=O)OC(C)(C)C)CC4)nc23)cc1	-14	6	-5	-8	-15	1	14	-10	0.94
Cc1ccc(C(c2cc(Cl)c3cccnc3c2O)N2CCN(C)CC2)cc1 (stereo not drawn)	38	8	8	-10	-4	0	41*	5	0.92
CN(C)S(=O)(=O)c1ccc(N2CCCC2)c(C(=O)Nc2nc(-c3cc(F)ccc3F)cs2)c1	-3	5	5	-2	7	-2	6	2	0.95
COc1ccccc1OCC(=O)Nc1ccccc1C(=O)N1CCCC1	4	-2	15	-8	-28	-3	-13	-3	1
O=C(NNC(=O)C1CCN(C(=O)Nc2ccccc2)CC1)c1ccc(F)cc1	19	-5	10	-3	-1	-4	-4	1	1.1
O=C(Cc1cccs1)NNC(=S)NC(=O)c1ccco1	20	15	7	4	-73	2	1	1	0.85
O=C(Cn1ncc(N2CCCC2)c(Br)c1=O)c1ccc(Cl)cc1	17	10	4	-7	2	-3	-36	-3	0.9
COCCCNC(=O)c1sc2ncnc(N3CCc4ccccc4C3)c2c1C	7	3	28	-4	3	2	38	0	0.97
CCCCc1ccc(NC(=O)COCC)cc1	34	-4	-14	-3	5	-2	-6	-1	1
COc1ccc2oc(C(=O)OCC(=O)NC3CCCC3)c(C)c2c1	23	3	-2	-6	-13	-1	9	1	0.97
COCCN(CCOC)C(=O)N1CCOCC1	1	-2	-18	-3	5	0	-12	-2	1
S=c1[nH]nc(-c2ccco2)n1/N=C/c1ccc(Br)s1	28	10	27	17	-5	-3	23	-2	0.9
CCOC(=O)C1CCCN(C(=O)c2cc(-c3ccco3)nc3ccccc23)C1 (stereo not drawn)	-4	19	-2	80	-16	-2	8	93	0.81

# (listing goes on)
SMILES	NALP3 yeast inh	mIAP inh	TIM10 inh	APOBEC3G inh	hIAP inh	MIN6 prolif	tim10-1 inh	A3A deaminase	mIAP act
C(=N\N=C\c1cccs1)/c1cccs1	12	0	16	16	-5	0	1	0	0.99
COc1cccc(C2c3c(oc4ccc(F)cc4c3=O)C(=O)N2CCCN2CCOCC2)c1 (stereo not drawn)	9	3	9	-7	19	8	-9	-3	0.97
c1ccc(C[n+]2csc3ccccc32)cc1	-40	6	19	2	15	-6	23	-2	0.94
Cc1ccnc(NS(=O)(=O)c2ccc(C(C)(C)C)cc2)c1	7	-6	-3	3	4	-4	12	2	1.1
Cc1cc(C)c(NC(=O)Nc2ccccc2)c(Cl)c1	22	-32	8	-4	-12	-2	5	1	1.3
CCN(Cc1ccncc1)Cc1c(O)ccc2cc(Br)ccc12	29	8	30	5	0	-1	46*	-2	0.92
CCOC(=O)c1c(CN(C)C)n(C)c2ccc(OC(C)=O)cc12	-8	18	0	-7	8	4	-3	-3	0.82
CCCCN(C)S(=O)(=O)c1c(C)[nH]c(=O)[nH]c1=O	7	6	-6	2	-16	1	-4	1	0.94
CCOC(=O)c1sc(N(C)C)nc1-c1ccccc1	25	12	7	0	-16	3	22	5	0.88
CNc1nc(N)nc(-c2cc(Cl)ccc2OC)n1	17	4	5	-8	7	0	2	0	0.96
COc1cc(/C=N/NC(=O)c2nnn(-c3nonc3N)c2C(C)C)ccc1OCc1ccc(F)cc1	19	10	9	-6	-2	-7	43*	0	0.9
FC(F)(F)c1cc(C(F)(F)F)c2ccc(N3CCN(c4ncccn4)CC3)nc2n1	-8	0	-11	-2	6	-4	5	2	0.99
C[C@@H]1O[C@@H](OC[C@H]2O[C@@H](Oc3cc(O)c4c(=O)cc(-c5ccc(O)c(O)c5)oc4c3)[C@H](O)[C@@H](O)[C@@H]2O)[C@H](O)[C@H](O)[C@H]1O	14	-2	-5	-7	0	0	-12	-3	1
COc1ccc(NC(=O)c2cccnc2)c(OC)c1	-4	-3	-2	-2	8	1	6	-1	1
